# Screens from PubChem.
# mIAP block: mouse IAP inhibition. actives 0.2% (n = 330,000). inhibition, % at 10 µM. purified mouse IAP, CDP-Star luminescence, 30 min;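 active = inhibition of at least 40% at 10 µM in the primary screen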;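 also: plate controls were DMSO with enzyme for no effect and no enzyme wells for full effect; values of inactives mirror those of a sister screen read the other way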
# ATG4B inh: blocks human ATG4B protease cleavage of LC3 substrate | actives 0.51% (n = 340,000) | ATG4B cleavage of LC3-PLA2, NBD-HPC fluorescence, 1 h | inhibition, % at 8.33 µM; in the data active = inhibition above about 40%
# HKDC1 inhibitor: HKDC1 (human) hexokinase inhibition; Q2TB90; inhibition, % at 20 µM; actives 0.16% (n = 340,000); AID 493160; recombinant HKDC1, G6PDH/diaphorase resazurin coupled fluorescence;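 active = inhibition above about 35% when tested at 20 µM, limit read from the data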;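 also: plate controls were DMSO wells with enzyme for no effect and DMSO wells lacking enzyme for full effect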
# Target sequence (Q2TB90 whole entry, looked up): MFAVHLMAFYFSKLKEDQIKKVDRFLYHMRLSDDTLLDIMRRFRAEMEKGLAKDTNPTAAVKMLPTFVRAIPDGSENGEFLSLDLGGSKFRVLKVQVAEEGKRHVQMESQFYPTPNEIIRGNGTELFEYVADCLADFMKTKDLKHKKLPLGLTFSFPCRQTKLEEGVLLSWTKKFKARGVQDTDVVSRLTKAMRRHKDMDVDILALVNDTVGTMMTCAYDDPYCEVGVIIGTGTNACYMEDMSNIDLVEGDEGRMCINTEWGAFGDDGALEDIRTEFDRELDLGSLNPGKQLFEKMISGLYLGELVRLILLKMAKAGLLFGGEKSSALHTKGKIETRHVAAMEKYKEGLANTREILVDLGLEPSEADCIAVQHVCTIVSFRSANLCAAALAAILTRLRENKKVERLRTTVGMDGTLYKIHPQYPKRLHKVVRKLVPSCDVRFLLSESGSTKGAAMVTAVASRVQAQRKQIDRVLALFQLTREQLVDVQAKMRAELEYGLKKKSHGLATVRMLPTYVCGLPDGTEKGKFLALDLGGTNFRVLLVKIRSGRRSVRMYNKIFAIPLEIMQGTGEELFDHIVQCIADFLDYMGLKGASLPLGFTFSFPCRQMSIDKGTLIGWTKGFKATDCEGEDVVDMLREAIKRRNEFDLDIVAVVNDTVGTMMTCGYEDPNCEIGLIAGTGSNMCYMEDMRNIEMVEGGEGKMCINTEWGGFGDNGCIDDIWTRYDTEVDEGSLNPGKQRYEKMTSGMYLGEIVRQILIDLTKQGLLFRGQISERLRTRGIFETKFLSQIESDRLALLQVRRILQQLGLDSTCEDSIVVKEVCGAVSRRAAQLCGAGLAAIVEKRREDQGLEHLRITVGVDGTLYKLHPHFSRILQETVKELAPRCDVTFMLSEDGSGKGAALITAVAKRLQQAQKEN
#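 Material: recombinant HKDC1 hexokinase; Amount: HKDC1 at 5 µg/mL; Medium: Tris pH 8.0 buffer with MgCl2, Tween-20, BSA, BME; Schedule: 90 min reaction incubation at room temperature, dark; Technique: coupled resazurin fluorescence, excitation 525 nm, emission 613 nm.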
# hIAP activ: increases human intestinal alkaline phosphatase activity; activation factor at 10 µM; actives 0.16% (n = 330,000); AID 2524; purified human IAP, CDP-Star luminescence, 30 min; active compounds read high; 1 = vehicle-only enzyme, 0 = enzyme-free background;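 active = activation factor of the enzyme at least 2-fold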; also: the source names both 10 and 20 µM as test concentration; values of inactives mirror those of a sister screen read the other way
# hIAP inh: blocks human intestinal alkaline phosphatase; P09923; purified IAP, CDP-Star luminescence, 30 min; inhibition, % at 10 µM; actives 0.12% (n = 330,000); AID 2544;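 active = inhibition reaching a set limit with compound at 10 µM in the primary screen, cut at about 35% in these data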;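 also: plate controls were DMSO wells with enzyme for no effect and no-enzyme buffer wells for full effect; values of inactives mirror those of a sister screen read the other way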
# mIAP activ: increases mouse intestinal alkaline phosphatase activity | muIAP, CDP-Star luminescence, 30 min; active compounds read high; 1 = vehicle-only enzyme signal, 0 = enzyme-free wells | actives 0.24% (n = 330,000) | activation factor at 10 µM | AID 2805;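 active = activation factor of at least 2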; also: the source names both 10 and 20 µM as test concentration; values of inactives mirror those of a sister screen read the other way
#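 Assay system: mouse IAP enzyme; Reagent: CDP-Star chemiluminescent phosphatase substrate; Compound: DMSO-dissolved test compounds; Incubation: 30 min, room temperature; Technique: luminescence from enzymatic CDP-Star hydrolysis; Controls: DMSO-only wells and no-enzyme negative control.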
# PfG6PD inh: PfG6PD (Plasmodium falciparum) enzyme inhibition | actives 0.78% (n = 350,000) | AID 504690 | inhibition, % at 20 µM | PfGluPho enzyme, NADPH resazurin-diaphorase fluorescence;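 active = inhibition reaching at least a set limit at 20 µM in the primary screen, cut at about 59% in these data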;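 also: 0% = DMSO wells with substrate and 100% = DMSO wells lacking glucose-6-phosphate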
# APOBEC3A inh: blocks human APOBEC3A ssDNA deamination; AID 493011; recombinant A3A, FAM/TAMRA ssDNA deamination fluorescence; P31941; actives 0.41% (n = 330,000); inhibition, % at 20 µM;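 active = at least 40% inhibition at 20 µM here, with at most 30% in a related deaminase screen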;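 also: plate controls were A3A with DMSO for no effect and wells lacking A3A enzyme for full effect; some results filed as inactive read as strong as hits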
# Target sequence (P31941 whole entry, looked up): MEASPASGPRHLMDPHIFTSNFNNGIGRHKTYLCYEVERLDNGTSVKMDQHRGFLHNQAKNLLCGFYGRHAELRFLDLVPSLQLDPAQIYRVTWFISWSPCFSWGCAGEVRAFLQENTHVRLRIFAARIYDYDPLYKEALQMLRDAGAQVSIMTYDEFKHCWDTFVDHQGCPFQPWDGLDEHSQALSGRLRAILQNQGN
# An asterisk follows results filed as active; i = inactive.
SMILES,mIAP block,ATG4B inh,HKDC1 inhibitor,hIAP activ,hIAP inh,mIAP activ,PfG6PD inh,APOBEC3A inh
Cc1ccc(S(=O)(=O)NCC(=O)OCCOc2ccccc2F)cc1,-4,-11,-4,0.94,6,1,20,-4
COCCNC(=S)NC(=O)c1ccc(C(C)(C)C)cc1,0,-12,2,0.99,1,1,13,0
O=C(C1=C(O)C(=O)N(Cc2ccco2)C1c1ccccc1F)c1cccs1 (stereo not given),8,15,-1,1.2,-17,0.92,-7,-4
O=C(N/N=C/C=C\c1ccco1)c1cccnc1,18,-7,-2,0.9,10,0.82,48,9
Cc1ccsc1C(=O)N1CCN(c2ccccn2)CC1,2,-5,-1,0.84,16,0.98,-11,6
Cc1ccc(/C([O-])=C(/C(=S)Nc2ccc(SC(F)F)cc2)[n+]2ccccc2)cc1[N+](=O)[O-],2,-8,-10,0.93,7,0.98,15,-3
CNC(=O)c1sc(=S)n(-c2ccc(OC)cc2)c1N,1,10,-4,1.1,-6,0.99,-19,-1
CCCOc1ccc(CC(=O)N/N=C\c2ccc(F)cc2)cc1,-7,-4,-5,1,-1,1.1,-16,3
O=C(Nc1ccc(N2CCN(C(=O)c3ccccc3)CC2)cc1)c1ccc(Br)o1,-6,-16,-7,0.97,3,1.1,-8,-1
COc1ccccc1OCc1cc(C(=O)N(C)CCC2CCCCO2)no1 (stereo not given),-8,7,2,0.91,9,1.1,-8,0
Nc1ccn(CC(=O)NCc2ccc3c(c2)OCO3)c(=O)n1,-1,4,-7,0.93,7,1,-7,4
COc1ccccc1-n1c([S-])c(C(=O)Nc2ccccc2C(F)(F)F)[n+]2ccc(C(=O)NCCO)cc12,6,-13,-7,0.86,14,0.94,30,-1
CC1(C)[C@H](C(=O)O)N2C(=O)C[C@H]2S1(=O)=O,-10,-17,-3,1.3,-31,1.1,5,5
COc1ccc(Cl)cc1N1C(=O)c2cccnc2C1=O,-4,3,4,0.94,6,1,0,2
COCCNC(=O)c1cccc(OC2CCN(Cc3ccc(F)c(OC)c3)CC2)c1,-4,-5,-3,0.96,4,1,-10,-1
S=c1[nH]nc(Cc2ccccc2)n1Cc1ccco1,14,3,-11,0.99,0,0.86,37,1
Cc1nn(S(=O)(=O)c2ccc(C(C)C)cc2)c(C)c1S(=O)(=O)N1CCOCC1,3,-7,1,0.77,23,0.97,-3,-4
CC12CCC(C(=O)N(NC(=O)c3cccnc3)C1=O)C2(C)C (stereo not given),-1,-6,-6,1,-3,1,13,-3
Cc1cccc(C)c1OCc1cc(C(=O)N2CCC(C3CCCCC3)C2)no1 (stereo not given),3,19,-2,1,-4,0.97,18,-4
CCn1cc(C(=O)Nc2ccc(OC)c(OC)c2)c2cc(OC)c(OC)cc2c1=O,-13,-17,8,0.98,2,1.1,19,-2
CCCCCCNC(=O)c1c(O)c2ccccc2[nH]c1=O,-1,-3,-8,0.94,6,1,-31,1
O=[N+]([O-])c1ccc(COc2ccc(-c3[nH]ncc3-c3ccc(Cl)cc3)c(O)c2)cc1,-11,33,-10,1.4,-36,1.1,3,-3
CCOC(=O)Cn1c(=NC(=O)C2CC2)sc2c(C)cc(C)cc21,-14,-4,-8,0.99,1,1.1,26,0
Cc1cccc(NC(=S)NCCC(c2ccccc2)c2ccccc2)c1,i,33,-6,1,-1,7.6*,12,-2
Oc1cc2c(cc1CN1CCN(c3ncccn3)CC1)OCO2,3,-5,2,1.4,-36,0.97,35,-2
CCOC(=O)N1CCN(c2cc(=O)n(-c3ccc(OC)cc3)c(=O)[nH]2)CC1,4,-2,4,0.91,9,0.96,-2,1
O=C(O)CCC(=O)N1N=C(c2c(-c3ccccc3)c3cc(Cl)ccc3[nH]c2=O)CC1c1ccco1 (stereo not given),-3,-8,-2,1.1,-10,1,3,-3
CCc1n[nH]c(=S)n1/N=C/c1cc(Br)c(OC)cc1OC,8,5,-7,0.84,16,0.92,15,0
CC(=O)Nc1ccc(S(=O)(=O)Nc2c(C)n(C)n(-c3ccccc3)c2=O)cc1,-3,-3,3,0.84,16,1,5,-2
O=C(COC(=O)c1ccc(S(=O)(=O)N2CCCCC2)cc1)Nc1ccccc1Cl,-2,5,-1,0.96,4,1,-27,1
CC1CCCCN1C(=O)CSc1nc(-c2ccccc2)cc(=O)[nH]1 (stereo not given),0,-2,2,0.94,6,1,-16,1
O=C(NCCc1ccccc1)c1ccccc1C(=O)NCCc1ccccc1,-10,-3,-3,1.1,-9,1.1,10,-2
COc1ccc(CNC(=O)C2=CC(c3ccc(C)cc3)=NS(=O)(=O)N2C)cc1,3,-18,-2,0.96,4,0.97,5,-1
O=[N+]([O-])c1c(Nc2ccc(O)cc2)cc(N2CCOCC2)c2nonc12,7,-3,-3,0.81,19,0.93,-8,2
CCCCNC(=O)c1onc(CSc2ccc(F)c(F)c2)c1C(=O)O,-7,-3,0,1.1,-14,1.1,7,1
Nn1c(SCC(=O)Nc2nccs2)nnc1C1CC1,6,3,-1,1.1,-8,0.94,4,9
NS(=O)(=O)c1ccc(CCNC(=O)CN2CCN(Cc3cccc4ccccc34)CC2)cc1,5,-24,-4,0.88,12,0.95,12,17
CCOC(=O)N1CCC(N(CCN(C)C)C(=S)Nc2cc(Cl)cc(Cl)c2)CC1,6,-5,-6,1.2,-19,0.94,9,3
Cc1ccsc1/C=N\NC(=O)Cn1nnc2ccccc21,-20,2,-9,1.1,-14,1.2,1,-6
CC(NS(=O)(=O)c1cccc(Cl)c1)C(=O)Nc1ccc(-c2nc3ccccc3s2)cc1 (stereo not given),12,-8,6,1.3,-30,0.88,13,-3
Nc1c(Cl)cc(Cl)cc1C(=O)OCC(=O)N1CCCC1=O,3,1,-1,0.96,4,0.97,-3,1
O=C(NC1CCCC1)c1cc(-c2cccc(Cl)c2)on1,1,-5,5,0.93,7,0.99,29,-2
C=CCn1c(-c2ccc(OC)c(OC)c2)cs/c1=N\c1ccccn1,-1,-13,-5,1.1,-15,1,23,-8
CC(C)c1ccc(C2(C)NC(=O)N(CC(=O)NC3CCCC(C)C3C)C2=O)cc1 (stereo not given),-9,-1,-6,1.2,-21,1.1,0,-4
Cc1cc(=O)oc(C)c1C(=O)NCCc1ccccc1,6,-6,-7,0.91,9,0.94,-15,6

# Three entries out of the list above, sorted by their value in APOBEC3A inh, descending:
SMILES,mIAP block,ATG4B inh,HKDC1 inhibitor,hIAP activ,hIAP inh,mIAP activ,PfG6PD inh,APOBEC3A inh
CCCCNC(=O)c1onc(CSc2ccc(F)c(F)c2)c1C(=O)O,-7,-3,0,1.1,-14,1.1,7,1
COc1ccccc1OCc1cc(C(=O)N(C)CCC2CCCCO2)no1 (stereo not given),-8,7,2,0.91,9,1.1,-8,0
O=[N+]([O-])c1ccc(COc2ccc(-c3[nH]ncc3-c3ccc(Cl)cc3)c(O)c2)cc1,-11,33,-10,1.4,-36,1.1,3,-3

# Next results
SMILES,mIAP block,ATG4B inh,HKDC1 inhibitor,hIAP activ,hIAP inh,mIAP activ,PfG6PD inh,APOBEC3A inh
O=S(=O)(Nc1ccc(-n2cccc2)cc1)c1ccccc1,1,-20,5,0.97,3,0.99,12,-2
CS(=O)(=O)c1ccccc1-c1nnc(NC(=O)c2ccco2)o1,-4,-3,4,1.1,-9,1,-5,-4
COc1ccccc1CNc1nc2ccccc2n1CCN1CCCCC1,-2,5,-3,0.76,24,1,11,4
CC(=O)N(CN1C(=O)c2ccccc2C1=O)c1ccc2c(c1)oc1ccccc12,7,-9,12,0.99,1,0.93,4,0
COC(=O)c1c(C)[nH]c(C)c1C(C)=O,5,6,2,1.3,-26,0.95,-13,0
O=C(NNC1=Nc2ccccc2SC1)c1cccc([N+](=O)[O-])c1,3,1,-22,0.97,3,0.97,-23,2
COc1cc(CC(=O)Nc2ccc3nc(SC)sc3c2)cc(OC)c1OC,-23,-6,-2,1.1,-9,1.2,20,2
O=C(NCCc1ccc(Cl)cc1)C1CCC(=O)N1Cc1ccc(F)cc1 (stereo not given),-7,-4,-6,0.88,12,1.1,1,-1
COCC(C)NC(=O)/C(=C/c1ccccc1)c1ccccc1 (stereo not given),-2,-13,-8,0.94,6,1,17,-1
Cc1cc(C)c(C)c(C(=O)c2ccccc2C(=O)O)c1C,0,-6,-4,0.93,7,1,-12,2
COc1cccc(CC(NC(C)=O)C(=O)NC2CCN(c3nc(C)cc(C)c3C#N)CC2)c1 (stereo not given),2,-8,1,1.1,-13,0.98,8,3
O=C(NC1CCCc2ccccc21)C(Cc1ccccc1)NS(=O)(=O)c1cccs1 (stereo not given),0,-10,4,0.99,1,1,-1,-3
Cc1cc(C(=O)OCC(=O)c2c(N)n(C)c(=O)n(C)c2=O)c(C)o1,-5,-12,-7,1,-4,1,-4,-1
CCc1ccc(-c2nc(C(N)=O)c3[nH]c(=O)n(-c4ccccc4OC)c3n2)cc1,1,-6,-4,1.5,-50,0.99,-8,-1
O=C(OCc1ccccc1Cl)c1ccccc1C(=O)c1ccccc1,15,21,4,1,0,0.85,-15,-1
CCn1cc(C(=O)N2CCc3ccccc32)c(=O)c2cc(S(=O)(=O)N3CCOCC3)ccc21,2,-9,-3,0.97,2,0.98,-11,-2
O=C1CCN(C(=O)CSc2ccc(Cl)cc2)N1,5,1,16,0.96,4,0.95,-17,0
CC(C)(C)NS(=O)(=O)c1ccc(CCC(=O)N2CCOCC2)cc1,1,-9,-4,0.89,11,0.99,-2,-4
COc1ccc(C(=O)Nc2ccc(N3CCN(C(=O)c4ccccc4)CC3)cc2)cc1[N+](=O)[O-],-9,0,-2,1,-4,1.1,13,3
CCOc1ccc2nc(NC(=O)c3ccc(S(=O)(=O)N4CCOCC4)cc3)sc2c1,11,7,2,0.99,1,0.89,3,-2
COc1ccccc1C1C(C(=O)c2cc3ccccc3o2)=C(O)C(=O)N1c1cc(C)on1 (stereo not given),6,-8,-2,0.95,5,0.94,-27,-10
CCN1CCCC(OC(=O)Nc2ccccc2)C1 (stereo not given),-7,1,-6,1,-4,1.1,-7,-5
O=C(CNC(=O)N1CC(=O)Nc2ccccc21)NCc1cccc(Cl)c1,4,6,-7,0.87,13,0.96,0,0
CON(C)S(=O)(=O)c1cccc(C(=O)NC2CCSc3ccccc32)c1 (stereo not given),6,-6,0,1,-2,0.94,3,-5
CCn1c(C(C)NC(=O)c2ccc(OC)c(OC)c2)nc2ccccc21 (stereo not given),6,2,-6,0.97,3,0.94,-5,-1
Cc1ccc(S(=O)(=O)NCCc2cc3ccc(C)cc3[nH]c2=O)cc1,10,-4,15,0.92,8,0.9,-12,-5
COc1ccc(/C=C/C(O)=C2/C(=O)NC3(C)CC2c2ccccc2O3)c(OC)c1OC (stereo not given),4,-3,-5,1,0,0.96,-14,2
Cc1cccc(C(=O)O/N=C(\c2ccccc2)c2cccnc2)c1,10,37,-1,0.91,9,0.9,-10,-1
CC(=O)c1cccc(NC(=O)CCNS(=O)(=O)c2cccc(C(C)=O)c2)c1,9,-4,-2,0.95,5,0.91,-17,1
Cc1ccc(CNS(=O)(=O)c2c(C)[nH]c(C)c2C(=O)N2CCCCC2)o1,11,3,-6,1.1,-10,0.89,18,-6
Cc1ccc(-c2nc(CS(=O)CC(=O)NC(C)CCc3ccccc3)c(C)o2)cc1 (stereo not given),-5,-5,-1,1.2,-23,1,-12,-2
Cc1ccc(S(=O)(=O)N2CCN(CC(=O)N/N=C/C=C/c3ccccc3)CC2)cc1,20,-16,-7,1.2,-19,0.8,5,-3

# Two records drawn at random from those above, as already listed:
SMILES,mIAP block,ATG4B inh,HKDC1 inhibitor,hIAP activ,hIAP inh,mIAP activ,PfG6PD inh,APOBEC3A inh
CC(=O)Nc1ccc(S(=O)(=O)Nc2c(C)n(C)n(-c3ccccc3)c2=O)cc1,-3,-3,3,0.84,16,1,5,-2
Cc1ccc(S(=O)(=O)NCCc2cc3ccc(C)cc3[nH]c2=O)cc1,10,-4,15,0.92,8,0.9,-12,-5
